PI4K2A inh = inhibitors of human PI4K2A; hit rate 0.13% among 420,000; AID 1346378; purified PI4K2A, ADP-Glo luminescence, 1 h; hits give low values; activity change, negative = inhibition, % at 76.9 µM; in the data active means activity change below about -50%; inconclusive means mostly about -30% to -49%;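 further: -100% = wells without enzyme as full effect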
Target sequence (Q9BTU6 whole entry, looked up): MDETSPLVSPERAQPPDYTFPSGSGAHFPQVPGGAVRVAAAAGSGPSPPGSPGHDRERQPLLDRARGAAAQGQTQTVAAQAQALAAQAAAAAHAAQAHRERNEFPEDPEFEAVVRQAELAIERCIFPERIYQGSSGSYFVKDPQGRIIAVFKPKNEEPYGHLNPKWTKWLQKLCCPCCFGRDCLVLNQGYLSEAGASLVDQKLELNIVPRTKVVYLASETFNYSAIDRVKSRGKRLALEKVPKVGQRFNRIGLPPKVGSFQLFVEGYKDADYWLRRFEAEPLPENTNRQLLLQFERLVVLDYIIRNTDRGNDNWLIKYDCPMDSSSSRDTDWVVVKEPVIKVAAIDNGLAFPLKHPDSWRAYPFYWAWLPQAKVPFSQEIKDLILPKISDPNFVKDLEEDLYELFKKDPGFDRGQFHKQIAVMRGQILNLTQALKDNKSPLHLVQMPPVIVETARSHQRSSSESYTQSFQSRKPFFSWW
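In this quantitative HTS, ADP production by PI4K2A was quantified luminescently after 1 h at ambient temperature; 100 microM adenosine served as plate-quality control.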
LDHA block = inhibitors of human lactate dehydrogenase A; P00338; purified LDHA, NADH/diaphorase-resazurin fluorescence; hits give low values; activity change, % (values are at about 110 or 230 µM); hit rate 0.15% among 480,000; in the data active means activity change below about -30%; inconclusive means mostly about -25% to -30%;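 further: plate controls were DMSO wells for no effect and wells without enzyme for full effect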
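Enzyme activity of human lactate dehydrogenase 5 (2 nM; 0.06 mM NADH, 0.2 mM pyruvate, 5 min, RT) is measured via a resazurin/diaphorase fluorescence readout of residual NADH.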
RXFP1 agonist = RXFP1 (human) receptor agonism. Potency, µM (top dose mostly 57.5 µM), for inactives: at the top dose activation, actives largely listed as activators. hit rate 0.3% among 370,000. HEK293T-RXFP1 cAMP TR-FRET, 30 min; response scale: percent of porcine relaxin response, buffer zero; further: potency means the concentration at half of the fitted maximal effect; on the % scale 0 is the no-effect control and ±100 the full control effect; nearly all actives have a fitted effect of over 60% in size; many of its hits are not listed in these tables
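HEK293T cells stably expressing RXFP1 were pretreated with the PDE4 inhibitor Ro 20174, exposed to compounds for 30 min at 37C, lysed, and cAMP was read by TR-FRET. Data normalized to buffer (basal) and 29 nM porcine relaxin (100%).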
USP1-UAF1 inh = USP1/UAF1 (human) deubiquitinase inhibition; O94782; recombinant USP1/UAF1, Ub-Rhodamine cleavage fluorescence; Potency, µM (titrated, usually from 57.1 µM), for inactives: at the top dose activity change, negative = inhibition, actives largely listed as inhibitors; hit rate 0.23% among 390,000; AID 743255; further: potency means the concentration at half of the fitted maximal effect; on the % scale 0 is the no-effect control and ±100 the full control effect; nearly all actives have a fitted effect of over 60% in size; inactives centre near -12
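High-throughput fluorogenic screen: 1nM USP1/UAF1 complex, Ub-Rho substrate 150nM final, 50mM HEPES pH 7.8 with 0.5mM EDTA, 0.1 mg/ml BSA, 1mM TCEP and 0.01% Tween-20.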
Vif-A3G inh = Vif-A3G binding inhibition. Q9HC16. HeLa A3G-eYFP + Vif (tagged APOBEC3G with the HIV-1 protein that degrades it), YFP fluorescence, overnight. Potency, µM (top dose mostly 46.1 µM), for the others: at the top dose activity, negative = active, usual class: inhibitors. hit rate 0.076% among 410,000;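 further: potency means the concentration at half of the fitted maximal effect; on the % scale 0 is the no-effect control and ±100 the full control effect; nearly all actives have a fitted effect of over 60% in size; hits raise eYFP signal because A3G escapes Vif-driven loss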
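HeLa cells stably expressing Vif and C-terminally eYFP-tagged A3G, seeded overnight at 37 deg C, then exposed to compound by pintool overnight at 37 deg C. Rise in yellow fluorescence (Ex 488/Em 500-530, Acumen) marks blocked Vif-driven A3G degradation.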
TrxR1 substrate = rat thioredoxin reductase 1 substrate activity. O89049. purified TrxR1 substrate turnover, NADPH consumption readout. Potency, µM (doses to about 114 µM), without a hit: at the highest dose activity change, negative = substrate turnover. hit rate 0.01% among 390,000. AID 588456; further: potency means the concentration at half of the fitted maximal effect; on the % scale 0 is the no-effect control and ±100 the full control effect; nearly all actives have a fitted effect of over 50% in size
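Rat TrxR1, dispensed at 90 nM, was prereduced with 400 uM NADPH (final) for 5 min at ~22 deg C, then incubated with compound 15 min before 400 uM selenite. A first-read NADPH fluorescence drop versus no-compound background flagged substrates.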
Vif-A3F inh = blocks the Vif interaction with APOBEC3F | HeLa A3F-eYFP + Vif (tagged APOBEC3F with the HIV-1 protein that degrades it), YFP fluorescence increase | Potency, µM (highest dose often 46.1 µM), without a hit: top-dose activity, negative = active | hit rate 0.2% among 390,000; further: potency means the concentration at half of the fitted maximal effect; % of control where 0% means no effect; nearly all actives have a fitted effect of over 65% in size
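HeLa cells stably expressing Vif plus C-terminally eYFP-tagged A3F were seeded, incubated overnight at 37 deg C, dosed with compound, incubated overnight again at 37 deg C. Yellow fluorescence (Ex 488/Em 500-530) reported blocked Vif-mediated A3F-eYFP degradation.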
Glioma ERSR ind = ER stress response induction in glioma; AID 602332; Potency, µM, inactives show at the highest dose activation, actives largely listed as activators; U87-MG GRP78 promoter luciferase reporter, 16 h; hit rate 0.02% among 420,000; further: potency means the concentration at half of the fitted maximal effect; series mostly up to about 76 µM; % of control where 0% means no effect; nearly all actives have a fitted effect of over 35% in size
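ERSR induction read as luciferase luminescence (Bright-Glo, 10 min at room temperature) in stably transfected human U87-MG glioma cells exposed to compounds for 16 h, using GRP78 as sensor.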
mIDH1 inhibitor = inhibitors of human mutant IDH1 R132H; O75874; AID 602179; Potency, µM (series often up to 76.6 µM), inactives show at the highest dose activity change, negative = inhibition, hits mostly inhibitors; hit rate 0.093% among 390,000; IDH1-R132H enzyme, NADPH consumption, diaphorase/resazurin fluorescence; further: potency means the concentration at half of the fitted maximal effect; on the % scale 0 is the no-effect control and ±100 the full control effect; nearly all actives have a fitted effect of over 65% in size
Target sequence (O75874 whole entry R132H, stated change not applied): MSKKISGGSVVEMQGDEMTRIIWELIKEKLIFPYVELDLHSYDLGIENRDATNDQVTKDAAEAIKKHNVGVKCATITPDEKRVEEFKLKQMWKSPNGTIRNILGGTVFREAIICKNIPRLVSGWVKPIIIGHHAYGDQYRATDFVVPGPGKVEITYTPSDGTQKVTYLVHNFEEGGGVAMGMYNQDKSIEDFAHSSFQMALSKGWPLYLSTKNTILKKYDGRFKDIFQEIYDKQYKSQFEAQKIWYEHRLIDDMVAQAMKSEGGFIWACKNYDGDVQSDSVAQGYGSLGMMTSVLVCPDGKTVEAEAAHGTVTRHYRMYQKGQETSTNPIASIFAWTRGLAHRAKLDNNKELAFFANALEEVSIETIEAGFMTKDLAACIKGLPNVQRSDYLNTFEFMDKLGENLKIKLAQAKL
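IDH1-R132H (0.5 ug/mL) preincubated 30 min with compound, then NADPH (0.016 mM) and alpha-KG (2 mM) added; 80 min at RT, pH 7.5. Remaining NADPH coupled via diaphorase/resazurin to fluorescence (540/590 nm); concentration-response curves normalized to no-enzyme control.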
* = called active by the depositor; ? = inconclusive; / = no result given; & = joins results of further samples; [ ] = remark or other dose. Unless noted, the call rests on the fitted dose curve; in most records, active means well fitted curve in the direction sought with a large enough effect; inconclusive means small, poorly fitted or top-dose-only effect, or another doubt; inactive means no such curve, though single readings can be large; an effect the other way counts as inactive or inconclusive.

SMILES | PI4K2A inh | LDHA block | RXFP1 agonist | USP1-UAF1 inh | Vif-A3G inh | TrxR1 substrate | Vif-A3F inh | Glioma ERSR ind | mIDH1 inhibitor
Cc1c(NC(=S)NCc2ccc(F)cc2)cccc1[N+](=O)[O-] | 4 | -4 | 0.0% | -18% | 1% | 1% | 10% | -2% | 0%
COC(=O)c1ccc(NC(=O)C(=O)NCCc2sc3nc(-c4ccc(OC)cc4)nn3c2C)cc1 | 1 | -3 | 2.4% | 11% | 0% | 1%[57.1 µM] | -10% | 1% | -1%
CC(C)CCNC(=O)c1ccc2c(c1)ncn2C1CCCC1 | 1 | -6 | 5.3% | 8% | -2% | -9%[57.1 µM] | -21% | 6% | 6%
CC(=O)N1CCc2cc(Br)cc(S(=O)(=O)N3CCC(C(=O)O)CC3)c21 | -8 | 1 | 0.8% | -6% | 6% | 9% | -1% | -5% | 0%
Cc1cccc(C(=O)NNC(=O)C23CC4CC(CC(C4)C2)C3)c1O | -9 | -2 | -0.4% | -20% | 0% | 7%[57.1 µM] | 16% | -2% | 21%
O=S(=O)(NCCc1ccc(Cl)cc1)c1cccs1 | -2 | -1 | 1.5% | -22% | 1% | 7% | -8% | -3% | -3%
Cc1cccc(N2C(=O)CC(N3CCN(Cc4ccc5c(c4)OCO5)CC3)C2=O)c1 (stereo not drawn) | -1 | -2 | 0.1% | -4% | -1% | -7% | / | -3% | -1%
COc1ccccc1-[n+]1c(C)cc(/C=C2\Sc3ccccc3N2C)cc1C | 1 | 0 | -2.8% | ? | ? | -19% | ? | -9% | 0%
N#Cc1nc(-c2cccc3ccccc23)oc1NCCN1CCOCC1 | -7 | -4&6 | 25% | -14% | 0% | 51%[activator][11.4 µM] | 1% | 4% | 4%
Cc1c([N+](=O)[O-])c(C(=O)NC2CCCCC2)nn1C | -1 | -2 | -0.3% | -16% | 2% | 2% | 3% | 2% | 13%
CC(c1nc2ccccc2n1Cc1ccccc1)N1CCCCC1 (stereo not drawn) | -8 | -7 | -1.3% | -11% | -1% | 3% | ? | -9% | 0%
Cc1ccc(S(=O)(=O)N2CCN(C(=O)COC(=O)c3ncc(Cl)c(Cl)c3Cl)CC2)c(C)c1 | -1 | -1 | / | -20% | 5% | -11% | -13% | -5% | 0%
O=C(NCc1ccccc1Cl)C1CCN(S(=O)(=O)N2CCC3(CC2)OCCO3)CC1 | -1 | 0 | 3.7% | -1% | 4% | -1% | -2% | 1% | 0%
N#Cc1ccccc1S(=O)(=O)N1CCN(C(=O)C2CCC2)CC1 | -1 | -2 | 1.0% | -19% | 0% | 6% | -11% | -4% | 2%
COc1ccc(C(=O)NC(=S)N(CCC(C)C)c2c(N)n(Cc3ccccc3)c(=O)[nH]c2=O)cc1 | 4 | -7 | 2.7% | -24% | 6% | -7% | 1% | -6% | -2%
COc1ccccc1C(=O)OCC(=O)NC(=O)NC1CCCCC1 | 2 | -7 | 0.5% | -17% | 2% | -3% | -2% | -1% | 5%
COc1ccc(Oc2ccc(/C=C/C(=O)c3cccc(OC)c3)cc2[N+](=O)[O-])cc1 | 6 | 1 | 0.9% | -24% | -4% | -2% | -9% | -5% | 6%
Cc1cccc(C)c1Nc1ncnc2ccccc12 | -3 | -6 | -1.7% | -21% | -8% | 3% | -12% | -6% | -6%
CCOC(=O)c1ccc(NC2(c3ccccc3)C(=O)c3ccccc3C2=O)cc1 | 3 | -3 | 0.8% | -11% | / | -14% | / | / | /
Cc1cc(C)cc(NC(=O)C2CCN(S(=O)(=O)c3cccc4nonc34)CC2)c1 | 10 | -1 | 3.0% | -27% | 4% | 4%[57.1 µM] | 1% | -1% | 19%
Cc1cc(C)n(Cc2cnc(N3CCOCC3)s2)n1 | 0 | -9 | -2.3% | -1% | 0% | 5%[57.1 µM] | -13% | -3% | -3%
COCc1nc2cccnc2n1C1CCN(S(=O)(=O)N(C)C)CC1 | -1 | -2 | 6.8% | -18% | 5% | -4%[57.1 µM] | 0% | -4% | 24%
Cc1ccccc1-n1c(=O)cc(NCc2ccc3c(c2)OCO3)[nH]c1=O | 3 | -1 | -0.7% | 2% | 2% | 5% | 0% | -5% | -2%
O=C(COc1ccc(Cl)cc1Cl)N/N=C/CCc1ccccc1 | -3 | -11 | 3.3% | -3% | 0% | 5%[57.1 µM] | -6% | -5% | 4%
CCSc1nnc(NC(=O)C(NC(=O)c2ccc(Cl)cc2)C(C)C)s1 (stereo not drawn) | 6 | -4 | 0.7% | -1% | 1% | -9% | 3% | -3% | 12%
C=CCN1C2=NCCCN2c2ccccc21 | 6 | -2 | 1.9% | -16% | 1% | -7% | 3% | -4% | 1%
CC(C)C[C@H](NC(=O)N1CCN(c2ccccc2)CC1)C(=O)O | -2 | -1 | -1.9% | 4% | -2% | 8% | -6% | -4% | -1%
Cc1ccc(-n2cc(CN(C)Cc3nccn3C)c(-c3cccc(C)c3)n2)cc1 | -3 | -5 | -0.4% | -12% | 1% | -6% | 2% | 1% | -2%
Cc1ccc(S(=O)(=O)N2CCOCC2)cc1C(=O)NC1CCCC1 | 0 | 1 | 0.4% | -15% | 0% | -7%[57.1 µM] | 17% | -5% | -4%
CCc1cccc(NC(=O)Cn2c(=O)n3nc(-c4cccc(F)c4)nc3c3ccccc32)c1 | 5 | -1 | 5.1% | -7% | 0% | 4%[57.1 µM] | -24% | -2% | 30%[activator]
O=C1CN(C(=O)CN2C(=O)NC(c3ccccc3)(c3ccccc3)C2=O)c2ccccc2N1 | 0 | 4 | / | -11% | -21% | 3% | -1% | -5% | 0%
CC(NC(=O)c1ccc(N(C)C)cc1)C1CC2CCC1C2 (stereo not drawn) | -2 | -10 | 2.5% | -2% | 0% | 4%[57.1 µM] | 6% | -2% | -2%
CC(=O)c1ccc(NC2OC(CO)C(O)C(O)C2O)cc1 (stereo not drawn) | 4 | -5 | 1.0% | -20% | 1% | 9%[57.1 µM] | 3% | -4% | -3%
C[n+]1ccccc1/C=C/c1ccccc1Cl | -4 | -2 | -0.9% | -26% | 1% | -10% | -16% | -2% | 3%
CCN(CC)S(=O)(=O)c1ccc(C(=O)NCC(c2ccc(OC)cc2)N2CCOCC2)cc1 (stereo not drawn) | -2 | -4 | -1.9% | -3% | 0% | -4% | 0% | -1% | 4%
O=C(NC(=S)NCCO)c1sc2ccccc2c1Cl | 4 | -2 | -1.0% | -17% | 2% | -1% | -2% | 5% | 10%
O=C(CN1CCc2cc3c(cc2C1)OCCCO3)Nc1ccccc1 | 1 | -8 | 0.9% | -8% | 0% | -2% | -5% | -6% | -13%
COc1cccc(/C=C(\C#N)c2nc3ccccc3[nH]2)c1OCC(=O)O | -8 | -7 | -1.0% | 0% | -1% | -19% | 1% | 6% | 4%
CCCNC(=O)[C@H](C)NC(=O)c1ccc(Br)cc1 | -8 | 0 | 0.0% | -18% | 4% | 4% | -3% | -4% | -2%
O=C(CN1CCN(Cc2ccccc2Cl)CC1)N/N=C/C=C/c1ccccc1[N+](=O)[O-] | 15 | -10 | -0.9% | -1% | 0% | -16% | 1% | -4% | 2%
COc1ccc(C(CCNCc2ccc(N(C)C)cc2)C(C)C)cc1 (stereo not drawn) | 5 | 1 | 0.8% | -14% | 0% | -1% | -12% | -3% | -6%

Screening data deposited in PubChem BioAssay by National Center for Advancing Translational Sciences (NCATS).

Not all compounds are listed; rates above refer to the full screens.
